From PubChem
MmCpn inh: M. maripaludis TRiC chaperonin inhibition; purified Mm-Cpn ATPase, ADP Transcreener TR-FRET; Potency, µM (top dose mostly 76.9 µM), inactives show at the top dose activity, negative = inhibition, actives largely listed as inhibitors; 0.031% of 330,000 active; also: potency is read from the fitted curve at half-maximal effect; % is scaled to controls: 0 for no effect and ±100 for the full control effect; nearly all actives have a fitted effect of over 80% in size
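Purified archaeal Mm-CPN (25nM final) preincubated 10 min at 37degC with compound, then 10uM ATP for 30 min at 37degC; ADP measured by HTRF Transcreener TR-FRET; buffer 30 mM TRIS pH 7.4, 100mM KCl, 5mM MgCl2, 1mM DTT.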
WRN inhibitor: WRN helicase (human) inhibition; Potency, µM (series often up to 114 µM), inactives show top-dose activity change, negative = inhibition, actives largely listed as inhibitors; 0.46% of 360,000 active; WRN helicase unwinding, fluorescent forked duplex, kinetic; also: potency is read from the fitted curve at half-maximal effect; % is scaled to controls: 0 for no effect and ±100 for the full control effect; nearly all actives have a fitted effect of over 55% in size
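Kinetic fluorescence helicase assay: unwinding of a quenched forked DNA duplex (100 nM final) with 2 mM ATP final raises red fluorescence (525/598 nm). Compounds sat 15 min at room temperature with 20 nM WRN beforehand.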
PI5P4Ka inh: blocks human PI5P4K alpha kinase activity; max response, %; AID 652105; PI5P4Kalpha enzyme, ADP-Glo luminescence, 60 min; stronger effect = lower value; 1.2% of 330,000 active; P48426; active = max response of -50% or lower; inconclusive = between -30% and -50%; inactive = -30% or higher; also: value at the top dose of about 77 µM; % is scaled to controls: 0 for no effect and ±100 for the full control effect
Target sequence (P48426 whole entry, looked up): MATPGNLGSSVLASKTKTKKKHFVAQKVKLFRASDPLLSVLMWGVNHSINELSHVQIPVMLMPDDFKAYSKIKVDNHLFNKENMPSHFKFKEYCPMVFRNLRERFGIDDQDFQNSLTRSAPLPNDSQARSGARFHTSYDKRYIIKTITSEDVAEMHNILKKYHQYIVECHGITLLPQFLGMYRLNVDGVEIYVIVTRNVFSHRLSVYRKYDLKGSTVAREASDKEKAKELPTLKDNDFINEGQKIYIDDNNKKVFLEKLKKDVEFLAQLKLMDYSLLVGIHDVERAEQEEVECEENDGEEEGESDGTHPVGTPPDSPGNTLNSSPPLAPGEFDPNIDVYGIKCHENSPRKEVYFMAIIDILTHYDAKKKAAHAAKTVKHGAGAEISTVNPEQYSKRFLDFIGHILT
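PI5P4Kalpha ADP-Glo assay; 5 microM ATP final; 60 min RT reaction; HEPES pH 7.4/EGTA/CHAPS, 5% DMSO; controls lacking substrate or enzyme; luminescent end-point.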
EPAC1 ag: EPAC1 (human) agonism. Potency, µM (series often up to 154 µM), for the others: at the highest dose activation, usual class: activators. EPAC1 agonist qHTS, biochemical assay; response scale: 100% = response to 6.5 mM cAMP. 0.073% of 360,000 active; also: potency is read from the fitted curve at half-maximal effect; nearly all actives have a fitted effect of over 60% in size
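Compounds were pinned as a concentration titration into mixtures of EPAC1 (100 nM), BODIPY-GDP-loaded Rap1B (250 nM) and GDP (50 uM). After 5 min at room temperature, fluorescence was followed for 30 min; activity was scaled to 6.5 mM cAMP.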
EPAC2 antagonist: blocks human EPAC2 exchange factor. Q8WZA2. EPAC2 GEF exchange of Rap1B-BODIPY-GDP, fluorescence. Potency, µM (doses to about 114 µM), for the others: at the top dose activity, negative = inhibition, usual class: inhibitors. 0.18% of 360,000 active. AID 720708; also: potency is read from the fitted curve at half-maximal effect; % is scaled to controls: 0 for no effect and ±100 for the full control effect; nearly all actives have a fitted effect of over 45% in size; many of its hits are not listed in these tables
EPAC1 antag: antagonists of human EPAC1; O95398; EPAC1 GEF assay, Rap1b-BODIPY-GDP exchange fluorescence; Potency, µM (series often up to 115 µM), without a hit: at the top dose activity change, negative = inhibition, hits mostly inhibitors; 0.14% of 360,000 active;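 also: potency is read from the fitted curve at half-maximal effect; plate controls were vehicle for no effect and positive control for full effect; nearly all actives have a fitted effect of over 50% in size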
PLK1 PBD inh: blocks phosphopeptide binding to human PLK1 polo-box domain | AID 720504 | 2.8% of 360,000 active | Plk1 PBD binding of FITC phosphopeptide, fluorescence polarization | Potency, µM, for the others: max response, negative = inhibition, actives largely listed as inhibitors | P53350; also: potency is read from the fitted curve at half-maximal effect; series mostly up to about 57 µM; % is scaled to controls: 0 for no effect and ±100 for the full control effect; nearly all actives have a fitted effect of over 65% in size
Target sequence (P53350 whole entry, looked up, the tested form may be a part): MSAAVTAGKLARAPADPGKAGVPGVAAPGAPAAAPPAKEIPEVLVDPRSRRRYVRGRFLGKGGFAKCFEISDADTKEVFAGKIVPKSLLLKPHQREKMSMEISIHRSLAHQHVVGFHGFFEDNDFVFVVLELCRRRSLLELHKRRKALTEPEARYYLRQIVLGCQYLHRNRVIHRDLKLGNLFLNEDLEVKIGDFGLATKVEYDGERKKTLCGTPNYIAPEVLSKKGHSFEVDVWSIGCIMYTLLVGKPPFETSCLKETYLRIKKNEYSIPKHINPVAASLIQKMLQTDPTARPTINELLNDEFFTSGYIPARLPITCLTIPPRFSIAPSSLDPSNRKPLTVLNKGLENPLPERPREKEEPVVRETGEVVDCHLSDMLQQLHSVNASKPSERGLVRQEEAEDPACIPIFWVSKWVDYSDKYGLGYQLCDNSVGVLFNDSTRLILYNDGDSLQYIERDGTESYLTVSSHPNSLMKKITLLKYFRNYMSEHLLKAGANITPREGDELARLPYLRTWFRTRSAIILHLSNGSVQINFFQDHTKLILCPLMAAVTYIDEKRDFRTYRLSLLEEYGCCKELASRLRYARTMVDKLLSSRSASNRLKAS
CCT chaperon mod: modulators of cytosolic chaperonin (CCT/TRiC) activity | AID 651819 | 0.3% of 360,000 active | activity change, % (test concentration not listed), hits read low | purified chaperonin ATPase assay, HTRF ADP detection, 30 min; in the data active = activity change below about -30%; also: % is scaled to controls: 0 for no effect and ±100 for the full control effect
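TRiC at 40 or 20 nM final (batch-dependent) in 30 mM Tris pH 7.4, 100 mM KCl, 5 mM MgCl2, 1 mM DTT, with compound at single 76 uM and 10 uM ATP, 30 min at 37 deg C. ADP detected by HTRF Transcreener, 665/615 ratio.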
* marks the source's active call; other numbers are inactive results; ? = inconclusive; . = not tested or not shown; [ ] = another dose, or the depositor's remark. Unless noted, calls follow the shape of the dose curve; as a rule, active = well fitted curve in the direction sought with a large enough effect; inconclusive = small, poorly fitted or top-dose-only effect, or another doubt; inactive = no such curve, though single readings can be large; an effect the other way counts as inactive or inconclusive. Only part of the results is shown (hit frequency here may not be typical).

SMILES	MmCpn inh	WRN inhibitor	PI5P4Ka inh	EPAC1 ag	EPAC2 antagonist	EPAC1 antag	PLK1 PBD inh	CCT chaperon mod
COc1cc(C(=O)N2CCN(C3=NS(=O)(=O)c4ccccc43)CC2)cc(OC)c1OC	.	-3%	9	-3%	9%	6%	2%	0.5
COc1cc(SC)ccc1C(=O)N1CCc2ccccc21	0%	-10%	-4	-7%	-15%	6%	-2%	-0.7
O=C(C/C=N/OCc1ccc(Cl)cc1Cl)c1ccccc1	-1%	-14%	7	10%	-10%	3%	-3%	0.6
O=C(NCC1CCCO1)c1ccccc1NS(=O)(=O)c1ccc(Br)s1 (configuration not stated)	.	-4%	3	5%	-5%	-15%	24µM*	0.1
Nc1cc(N2CCCCC2)c([N+](=O)[O-])cc1Cl	4%	2%	5	-6%	4%	-1%	0%	0.2
CCN1C(=O)[C@H]2[C@@H](c3ccc(OC)cc3)N[C@]3(CCCN(Cc4ccc(C(F)(F)F)cc4)C3=O)[C@H]2C1=O	.	5%	-1	-17%	8%	10%	-4%	-1.9
CC(=O)N1CCc2cc(N=NC3=C(O)CCCC3=O)ccc21	-4%	-4%	4	-7%	-18%	-9%	16%	-2.6
CC(=O)Oc1ccc2c(=O)c(-c3nc4ccccc4s3)coc2c1	0%	-18%	2	-5%	-8%	4%	-8%	-5.1
CCOc1ccc(NC(=O)CNC(=O)c2cn(-c3ccccc3OC)c(=O)c3ccccc23)cc1	0%	4%	.	3%	-3%	-2%	-2%	1.3
Cc1cccc(N2CC(C(=O)NC3CCCCCC3)CC2=O)c1C (configuration not stated)	3%	-16%	1	1%	4%	-5%	1%	-0.1
O=C1NC(=S)SC1=C1CCCC1	1%	45µM*	?	-6%	9%	-21%	?	-2.0
N#C/C(C(=O)N1CCOCC1)=c1/s/c(=C\c2ccccn2)c(=O)n1-c1ccccc1	-14%	3%	1	8%	-9%	4%	-11%	0.1
CC1CCCN(CCCNC(=O)CN2C(=O)COc3ccc(S(=O)(=O)N4CCOCC4)cc32)C1 (configuration not stated)	-2%	-5%	18	17%	7%	7%	-2%	0.7
CC(=O)OCC(=O)C1(O)CCC2C3CC(F)C4=CC(=O)CCC4(C)C3C(=O)CC21C (configuration not stated)	.	14%	3	8%	12%	-18%	-7%	-2.2
CC(=O)c1ccc(NC(=O)CSc2nc3nn(-c4ccccc4)c(=O)c-3c3n2CCCCC3)cc1	.	-4%	-5	5%	1%	-2%	-5%	-5.4
O=C(NCc1cccc(C(F)(F)F)c1)c1ccc2c(c1)OCCO2	0%	4%	4	1%	-2%	24%	-2%	-0.3
O=C(COC(=O)c1nc(Cl)ccc1Cl)Nc1ccccc1OC(F)F	0%	-5%	-1	2%	-11%	2%	-10%	1.6
O=C(OCc1nc2ccccc2[n+]([O-])c1C(=O)c1ccccc1)c1cccnc1	0%	1%	0	2%	8%	-9%	2%	1.5
Cc1cc(SCC(=O)N/N=C/c2ccc(O)c(O)c2O)c(C)cc1Br	2%	50µM*	-87*	-2%	0%	?	6µM*	0.5
CCC(C)C(=O)C(=O)N1CCC(n2nccc2NC(=O)CCOc2ccccc2)CC1 (configuration not stated)	.	9%	1	-3%	-2%	0%	-2%	-1.0

Sorted by length of the SMILES (rising): 10 of the compounds above.
SMILES	MmCpn inh	WRN inhibitor	PI5P4Ka inh	EPAC1 ag	EPAC2 antagonist	EPAC1 antag	PLK1 PBD inh	CCT chaperon mod
O=C1NC(=S)SC1=C1CCCC1	1%	45µM*	?	-6%	9%	-21%	?	-2.0
COc1cc(SC)ccc1C(=O)N1CCc2ccccc21	0%	-10%	-4	-7%	-15%	6%	-2%	-0.7
O=C(C/C=N/OCc1ccc(Cl)cc1Cl)c1ccccc1	-1%	-14%	7	10%	-10%	3%	-3%	0.6
Cc1cccc(N2CC(C(=O)NC3CCCCCC3)CC2=O)c1C (configuration not stated)	3%	-16%	1	1%	4%	-5%	1%	-0.1
CC(=O)Oc1ccc2c(=O)c(-c3nc4ccccc4s3)coc2c1	0%	-18%	2	-5%	-8%	4%	-8%	-5.1
Cc1cc(SCC(=O)N/N=C/c2ccc(O)c(O)c2O)c(C)cc1Br	2%	50µM*	-87*	-2%	0%	?	6µM*	0.5
COc1cc(C(=O)N2CCN(C3=NS(=O)(=O)c4ccccc43)CC2)cc(OC)c1OC	.	-3%	9	-3%	9%	6%	2%	0.5
N#C/C(C(=O)N1CCOCC1)=c1/s/c(=C\c2ccccn2)c(=O)n1-c1ccccc1	-14%	3%	1	8%	-9%	4%	-11%	0.1
CCOc1ccc(NC(=O)CNC(=O)c2cn(-c3ccccc3OC)c(=O)c3ccccc23)cc1	0%	4%	.	3%	-3%	-2%	-2%	1.3
CC1CCCN(CCCNC(=O)CN2C(=O)COc3ccc(S(=O)(=O)N4CCOCC4)cc32)C1 (configuration not stated)	-2%	-5%	18	17%	7%	7%	-2%	0.7

Later entries.
SMILES	MmCpn inh	WRN inhibitor	PI5P4Ka inh	EPAC1 ag	EPAC2 antagonist	EPAC1 antag	PLK1 PBD inh	CCT chaperon mod
C=CCn1c(Cc2cccs2)nnc1SCC(=O)NC1CC1	-2%	5%	4	18%	3%	8%	-8%	-0.3
CCCCCCOc1ccc(OCC(O)CN2C(=O)NC(C)(C)C2=O)cc1 (configuration not stated)	3%	0%	.	6%	-4%	10%	6%	-0.5
CC1(c2nc3ccccc3cc2C#N)OCCO1	.	-3%	-9	-14%	2%	-16%	4%	-0.6
CC1CC(NC(=S)N(C)C)CC(C)(C)C1 (configuration not stated)	.	14%	0	-8%	0%	16%	-1%	1.3
c1ccc(-c2nnn(C34CC5CC(CC(C5)C3)C4)n2)cc1	-1%	-1%	7	13%	-13%	0%	4%	-1.1
Cc1cccc(CNC(=O)Cn2ccc3cc(S(=O)(=O)N4CCCCCC4)ccc32)c1	0%	-4%	0	-7%	-12%	-20%	8%	2.6
Cc1ccc(-c2cc(C(=O)N3CC(C)CC(C)C3)c3ccccc3n2)o1 (configuration not stated)	1%	50µM*	?	-12%	-7%	?	24µM*	-1.4
CCn1cc(CNC(=O)c2ccc3nc(Cc4ccccc4F)oc3c2)cn1	2%	-1%	3	6%	-10%	-30%	-6%	-0.9
COc1ccc(OCC(=O)Nn2c(-c3ccc(OC)cc3)nc3ccccc3c2=O)cc1	0%	-21%	5	-1%	-6%	-7%	-3%	1.2
COCCn1nnnc1C(c1ccc(OC)c(OC)c1)N1CCc2ccccc21 (configuration not stated)	1%	2%	.	6%	4%	5%	-6%	0.9
O=C(O)Cc1ccc(-n2cccc2)cc1	-21%	40µM*	-28	-10%	0%	3%	?	-3.2
Cc1nnc(N/N=C/c2ccccc2F)n1N	0%	2%	2	6%	4%	-12%	3%	-1.6
CCC1=C(OC(=O)N(CC)CC)N2C(=O)OC(=NCC(=O)OC)[C@]2(C)[C@H]2C1=CC[C@H]1C(=O)N(CC)C(=O)[C@H]12	3%	-3%	-6	-12%	-3%	-13%	-12%	-1.6
c1ccc(Nc2nc(-c3cccnc3)cs2)nc1	0%	?	-5	4%	-5%	-8%	-22%	-0.5
CC1CN(C(=O)CCCN2C(=O)c3ccccc3C2=O)CC(C)O1 (configuration not stated)	-3%	1%	7	-15%	14%	4%	1%	-0.2
O=C(CCCN1C(=O)C(c2ccccc2)Oc2cccnc21)NCc1ccc(F)cc1 (configuration not stated)	4%	7%	1	-7%	0%	13%	-2%	-0.6
Cc1ccccc1NC(=S)N(CCN1CCCCC1)Cc1ccco1	3%	6%	2	-12%	8%	-10%	-14%	-0.1
CC(=O)Cc1cc(=O)c2c(C)cc(O)c(C3OC(CO)C(O)C(O)C3O)c2o1 (configuration not stated)	-2%	0%	-10	8%	0%	-15%	-3%	-6.6
Cc1ccc(C(=O)Nc2nccc(-c3cccs3)n2)cc1	-2%	-1%	-1	19%	-2%	23%	-9%	-2.7
CSc1ccc(Cn2c(C)c(C(=O)NCc3cccc(C)c3)sc2=O)cc1	.	-5%[57.1 µM]	-3	3%	-26%	-17%	-15%	0.1
COCCCNC(=O)CC1C[C@H](C(=O)N2CCCCC2)[C@@]2(C)c3[nH]c4ccccc4c3CCN2C1=O (some centres not stated)	0%	-4%	6	1%	3%	14%	-13%	-0.5
CCC1CCCCN1C(=O)c1ccc(OC2CCN(Cc3ccccn3)CC2)cc1 (configuration not stated)	0%	1%	2	-2%	2%	6%	-2%	-3.1
C/C(=N\NC(=O)C1(C)NC(C)(C)Cc2ccccc21)c1ccccc1 (configuration not stated)	1%	11%	1	10%	-8%	-3%	-10%	-2.5
Cc1cc(C(=O)Nc2cccc3c2O[C@H](CN(C)CC2CC2)[C@@H](C)CN([C@H](C)CO)C3=O)n(C)n1	-1%	2%	2	-7%	-8%	5%	-4%	0.4
COc1ccc(C2(CNC(=O)c3ccc(Br)o3)CCOCC2)cc1	-2%	5%	-3	6%	8%	9%	-1%	0.9
CCN(CC)C(=O)[C@H]1C[C@H](CC(=O)NC(C)(C)C)C(=O)N2CCc3c([nH]c4cc(-c5ccco5)ccc34)[C@]12C	2%	-7%	4	-12%	-14%	-24%	-8%	0.9
CCC(=O)N1CCN(c2ccc(NC(=O)c3cc4ccccc4o3)cc2Cl)CC1	-5%	-8%	-3	19%	-1%	-9%	-10%	-3.1
COc1cccc2c1Oc1cc([N+](=O)[O-])cc(N(C)C(C)=O)c1C=C2	-2%	-3%	-2	-1%	-10%	17%	-2%	1.1
CCN(CCn1cccn1)C(=O)CC1C(=O)NCCN1Cc1ccc(OC)c(OC)c1 (configuration not stated)	-3%	-2%	-2	5%	-5%	-5%	-8%	0.6
O=C(O)C1(c2ccccc2)CCN(S(=O)(=O)c2ccccc2)CC1	0%	0%	-3	-8%	-3%	9%	4%	-1.7
CN(C)C(=O)CSCc1c(Cl)cccc1Cl	1%	-24%	-5	4%	-1%	2%	-26%	-1.0
COc1nc(C#N)c(N2CCOCC2)o1	-1%	9%	.	8%	-4%	7%	-2%	-13
